# Screening results from PubChem.
# RGS4 inhibitor – inhibitors of human regulator of G protein signaling 4 | P49798 | Transcreener GDP fluorescence polarization, RGS4-accelerated GTP hydrolysis | Potency, µM (highest dose often 114 µM), for inactives: top-dose activity change, negative = inhibition, actives largely listed as inhibitors | hit rate 0.039% among 390,000 | AID 504845; also: potency is read from the fitted curve at half-maximal effect; % is scaled to controls: 0 for no effect and ±100 for the full control effect; nearly all actives have a fitted effect of over 75% in size; some results filed as inactive show a strong effect at the top dose
#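 MLSMR compounds (23 nl, pin-transferred) preincubated 10 min at room temperature with a 500nM (2x) first reagent, then RGS4 at 900nM (2x) plus Transcreener GDP mix added; fluorescence polarization (620/688 nm) read before and after 90 min at 30 °C.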
# LDHA inh – blocks human lactate dehydrogenase A; hit rate 0.15% among 480,000; purified LDHA, NADH/diaphorase-resazurin fluorescence; active compounds read low; activity change, % (values are at about 110 or 230 µM); AID 1347041; P00338; in the data active = activity change below about -30%; inconclusive = mostly about -25% to -30%;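 also: plate controls were DMSO wells for no effect and wells without enzyme for full effect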
#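 LDH5 2 nM; NADH 0.06 mM, pyruvate 0.2 mM; 200 mM Tris pH 7.4, EDTA, Tween-20; 5 min RT. Detection: diaphorase 0.133 mg/mL + resazurin 37 µM, fluorescence ex540/em590 at 0 and 20 min; normalized to enzyme-free and DMSO wells.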
# Glioma ERSR ind – ER stress response induction in glioma; U87-MG GRP78 promoter luciferase reporter, 16 h; Potency, µM, without a hit: top-dose activation, most hits filed as activators; hit rate 0.02% among 420,000; AID 602332; also: potency is read from the fitted curve at half-maximal effect; series mostly up to about 76 µM; % of control where 0% means no effect; nearly all actives have a fitted effect of over 35% in size
#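 ERSR induction read as luciferase luminescence (Bright-Glo, 10 min at room temperature) in stably transfected human U87-MG glioma cells exposed to compounds for 16 h, using GRP78 as sensor.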
# D2 antag – antagonizes the human D2 dopamine receptor | P14416 | HEK293 TREx D2 cells, calcium flux, dopamine EC80 | inhibition, % at 10 µM | hit rate 2% among 340,000; in the data active = inhibition above about 30%; also: 0% is about no effect
#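 Tetracycline-induced HEK293 T-REx cells expressing D2 force-coupled to calcium signalling were dye-loaded, exposed to compound for 180 s, then challenged with an EC80 of dopamine; calcium flux was followed kinetically for a further 180 s.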
# Vif-A3F inh – blocks the Vif interaction with APOBEC3F | AID 602313 | hit rate 0.2% among 390,000 | HeLa A3F-eYFP + Vif (tagged APOBEC3F with the HIV-1 protein that degrades it), YFP fluorescence increase | Potency, µM (series often up to 46.1 µM), inactives show at the top dose activity, negative = active; also: potency is read from the fitted curve at half-maximal effect; % of control where 0% means no effect; nearly all actives have a fitted effect of over 65% in size
#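 HeLa cells stably expressing Vif plus C-terminally eYFP-tagged A3F were seeded, incubated overnight at 37 deg C, dosed with compound, incubated overnight again at 37 deg C. Yellow fluorescence (Ex 488/Em 500-530) reported blocked Vif-mediated A3F-eYFP degradation.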
# Vif-A3G inh – blocks the Vif interaction with human APOBEC3G; HeLa A3G-eYFP + Vif (tagged APOBEC3G with the HIV-1 protein that degrades it), YFP fluorescence, overnight; hit rate 0.076% among 410,000; Potency, µM (series often up to 46.1 µM), for inactives: at the top dose activity, negative = active, hits mostly inhibitors; Q9HC16;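 also: potency is read from the fitted curve at half-maximal effect; % is scaled to controls: 0 for no effect and ±100 for the full control effect; nearly all actives have a fitted effect of over 60% in size; hits raise eYFP signal because A3G escapes Vif-driven loss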
#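 HeLa cells stably expressing Vif and C-terminally eYFP-tagged A3G, seeded overnight at 37 deg C, then exposed to compound by pintool overnight at 37 deg C. Rise in yellow fluorescence (Ex 488/Em 500-530, Acumen) marks blocked Vif-driven A3G degradation.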
# 12-LOX inh – blocks human arachidonate 12S-lipoxygenase. P18054. purified 12hLO, xylenol orange hydroperoxide absorbance. Potency, µM (series often up to 108 µM), for the others: top-dose activity change, negative = inhibition, usual class: inhibitors. hit rate 1.1% among 580,000. AID 1671190; also: potency is read from the fitted curve at half-maximal effect; % is scaled to controls: 0 for no effect and ±100 for the full control effect
# Target sequence (P18054 whole entry, looked up): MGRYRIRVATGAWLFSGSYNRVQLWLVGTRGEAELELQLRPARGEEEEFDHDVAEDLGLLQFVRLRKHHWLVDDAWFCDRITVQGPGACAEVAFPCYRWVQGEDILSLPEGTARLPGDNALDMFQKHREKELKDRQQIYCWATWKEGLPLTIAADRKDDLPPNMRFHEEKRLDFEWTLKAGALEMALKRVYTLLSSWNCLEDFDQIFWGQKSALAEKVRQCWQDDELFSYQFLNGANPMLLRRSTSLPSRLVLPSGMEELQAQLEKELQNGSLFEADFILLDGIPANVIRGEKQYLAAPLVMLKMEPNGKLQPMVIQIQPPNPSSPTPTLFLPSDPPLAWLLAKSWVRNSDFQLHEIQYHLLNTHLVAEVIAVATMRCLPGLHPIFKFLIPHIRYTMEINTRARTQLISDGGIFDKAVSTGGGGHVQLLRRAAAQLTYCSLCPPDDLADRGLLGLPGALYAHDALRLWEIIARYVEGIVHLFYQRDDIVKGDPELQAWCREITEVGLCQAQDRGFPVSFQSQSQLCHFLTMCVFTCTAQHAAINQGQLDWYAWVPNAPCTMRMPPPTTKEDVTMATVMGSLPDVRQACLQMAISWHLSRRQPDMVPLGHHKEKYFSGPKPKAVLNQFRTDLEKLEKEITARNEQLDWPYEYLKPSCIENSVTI
#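 Purified human 12hLO at 150 nM in 25 mM Hepes, 0.01% Triton X-100, pH 7.0, preincubated 15 min at room temperature with compound. Reaction started with 40 uM arachidonic acid, 30 min at room temperature. Hydroperoxide measured by Fe-xylenol orange, 573/405 nm absorbance ratio.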
# ERG-DNA inh – inhibitors of human ERG Ets domain-DNA interaction | Potency, µM (highest dose often 76.9 µM), without a hit: at the top dose FP activity, negative = inhibition, usual class: inhibitors | P11308 | AID 624246 | hit rate 0.028% among 370,000 | fluorescence polarization, His-ERG Ets domain / labelled DNA; active = well fitted inhibition curve with a large enough effect in the polarisation, with a control signal flat; inconclusive = small, poorly fitted or top-dose-only effect, or effect the other way, or a change in a side signal; inactive = no such curve, though single readings can be large or run the other way; the % refers to the polarisation;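 also: polarization taken with two DNA probes labelled with fluorescein and Texas red; potency is read from the fitted curve at half-maximal effect; % of control where 0% means no effect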
# Target sequence (P11308 whole entry, looked up, the tested form may be a part): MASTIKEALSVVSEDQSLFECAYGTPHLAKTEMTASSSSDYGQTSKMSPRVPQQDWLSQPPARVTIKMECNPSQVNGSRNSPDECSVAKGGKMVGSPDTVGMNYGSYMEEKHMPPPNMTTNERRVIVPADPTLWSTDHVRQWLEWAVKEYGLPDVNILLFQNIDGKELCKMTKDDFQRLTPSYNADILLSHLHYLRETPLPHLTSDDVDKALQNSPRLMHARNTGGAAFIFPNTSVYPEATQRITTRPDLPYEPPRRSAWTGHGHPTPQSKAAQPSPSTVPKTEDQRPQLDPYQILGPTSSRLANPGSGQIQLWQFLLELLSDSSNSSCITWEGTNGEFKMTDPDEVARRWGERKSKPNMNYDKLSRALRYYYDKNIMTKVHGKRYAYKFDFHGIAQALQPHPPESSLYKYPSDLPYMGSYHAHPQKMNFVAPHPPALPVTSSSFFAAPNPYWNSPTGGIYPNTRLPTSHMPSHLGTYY
#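 His-tagged ERG Ets domain (1 uM in the protein solution; 300mM KCl, 50mM Tris-HCl, 1mM EDTA, 1mM DTT, pH 7.5) received compound, then a probe mix of 5 nM fluorescein-DNA and 100nM Texas-615-DNA. Fluorescence polarization was read for both dyes.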
# D2 ag – activates the human D2 dopamine receptor. HEK293 T-REx D2 cells, calcium flux agonist mode. activation, % at 2 µM. P14416. hit rate 0.53% among 340,000;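 active = activation over 3 SD above normal in the single-dose calcium agonist read, cut at about 30% in these data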; also: 0% is about no effect
#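 Agonism is scored from calcium flux in a force-coupled, inducible HEK293 cell line expressing D2, read kinetically for 180 s after compound addition against dopamine controls.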
# * = called active by the depositor; ? = inconclusive; . = no result given; & = joins results of further samples; [ ] = another dose, or the depositor's remark. Unless noted, calls follow the shape of the dose curve; as a rule, active = well fitted curve in the direction sought with a large enough effect; inconclusive = small, poorly fitted or top-dose-only effect, or another doubt; inactive = no such curve, though single readings can be large; an effect the other way counts as inactive or inconclusive.
# Values run as follows: RGS4 inhibitor	LDHA inh	Glioma ERSR ind	D2 antag	Vif-A3F inh	Vif-A3G inh	12-LOX inh	ERG-DNA inh	D2 ag
- O=C(CC1S/C(=N\S(=O)(=O)c2ccccc2)N(c2ccccc2)C1=O)Nc1ccc(F)cc1 (configuration not stated)
  -3%	-7	-5%	10	-1%	0%	-4%	10%	0.1
- Cc1ccc(N2CCN(S(=O)(=O)c3ccc4c(c3)NC(=O)C(C)C(=O)N4)CC2C)cc1 (configuration not stated)
  12%	-6	-2%	21	-28%	1%	-28%	0%	0.0
- COc1cc(C2CC(=O)Nc3cc4c(cc32)OCCO4)cc(OC)c1O (configuration not stated)
  1%	18	-5%	.	0%	-26%	-12%	-3%	0.7
- O=S(=O)(Nn1c(O)c(C=C2N=c3ccccc3=N2)sc1=S)c1ccccc1
  14%	-11	0%	-3	0%	-16%	-19%	18%	-0.5
- CC(NC(N)=O)C(=O)OCc1ccc(Cl)cc1Cl (configuration not stated)
  -31%	-3	5%	-9	.	-7%	-11%	-2%	-0.1
- O=C(c1ccc2c(c1)N(Cc1ccccc1)C(=O)CS2)N1CCOCC1
  9%	-3	-5%	-11	-12%	3%	-2%	1%	-0.4
- CC(=O)/C(CN1CCCCC1)=N\O
  -9%	-5	-1%	2	0%	0%	0%	.	0.2
- COC1C(OC(=O)/C=C/C=C/C=C/C=C/C(=O)O)CCC2(CO2)C1C1(C)OC1CC=C(C)C (configuration not stated) (tested in a mixture with another compound)
  -45%	1	-6%	.	-7%	2%	7%	2%	.
- C=CCOc1ccc(C=CC(=O)c2c(O)c(OC)c(OC)c(OC)c2OC)cc1
  1%	9	17%	.	-22%	-19%	7%	3%	.
- CCCn1c(C(Cc2ccccc2)NC(=O)COC)nc2ccccc21 (configuration not stated)
  -10%	-1	-5%	-18	5%	-3%	11%	7%	0.8
- CCOC(=O)c1[nH]c2cc3c(cc2c1NC(=O)CN1CCC2(CC1)OCCO2)OCO3
  -7%	-2	-2%	.	-3%	0%	-5%	-6%	.
- Cc1ccc(C)c(N2CCN(C(=O)Cc3c(C(=O)O)[nH]c4ccc(Cl)cc34)CC2)c1
  -14%	-2	?	-6	2%	-1%	-25%	17%	0.7
- CN(C)C(=O)CCc1ccc2c3c([nH]c2c1)[C@]1(C)[C@@H](C(=O)N2CCOCC2)C[C@H](CC(=O)NCCC2=CCCCC2)C(=O)N1CC3
  8%	1	-3%	.	4%	1%	-25%	0%	.
- CN(C(=O)COC(=O)c1cc2c(s1)CCCCC2)C1CCS(=O)(=O)C1 (configuration not stated)
  18%	-8	-3%	-13	2%	-4%	248%[activator]	-9%	0.4
- CN1CCC(N(CCc2ccccc2)C(=O)CCC(=O)O)CC1
  -34%	-2	-4%	-36	-1%	-1%	0%	-13%	1.0
- CC1CCCC(C)N1CC(O)Cn1c2ccccc2c2ccccc21 (configuration not stated)
  -4%	-3	-3%	-2	-8%	5%	-4%	-14%	0.9
- CC(=O)OCC1(O)CC23CCC4c5ccoc5CCC4(C)C2CCC1C3 (configuration not stated)
  ?	-6	-1%	.	2%	3%	-12%	10%	.
- CCc1ccc(CNC(=O)Cn2nc(C)c3c(C)n(-c4ccc(C)cc4)nc3c2=O)cc1
  6%	-5	-2%	.	7%	-4%	?	0%	-1.1
- COc1ccc(CC2(CO)CCN(Cc3cccnc3)CC2)cc1
  -8%	-9	-4%	-1	-4%	0%	-8%	-9%	-0.4
- CCOC(=O)c1sc2nc(CC(=O)OC)nc(NCCN(CC)CC)c2c1C
  -11%	4	-2%	-18	0%	2%	1%	2%	-0.7
- Cc1ccc(NC(=O)CCS(=O)(=O)c2cccc3nonc23)cc1
  -6%	0	-1%	-26	-2%	-1%	-16%	0%	0.6
- CCOC(=O)c1ccccc1NC(=O)C1COc2ccccc2O1 (configuration not stated)
  -21%	-6	1%	6	2%	-1%	?	-20%	2.1
- COc1ccc2c(c1)c(C(=O)N/N=C/c1ccccc1Cl)c(C)n2C
  17%	-2	0%	-2	9%	-1%	?	1%	-0.1
- N#C/C(=C\c1c(N2CCCCC2)nc2ccccn2c1=O)S(=O)(=O)c1ccccc1
  36%	-10	-3%	-3	-4%	0%	11%	-6%	-2.3
- CCN(CC)c1nc(NNC(=O)c2ccccc2)nc(N(CC)CC)n1
  -35%	-7	-4%	.	-15%	-1%	14%	.	.
- O=C(NCc1cccnc1)Nc1ccc(Cl)c(Cl)c1
  -11%	-1	3%	10	-4%	-1%	0%	-1%	0.0
- Cc1ccc(S(=O)(=O)N2CCCCC2)cc1NC(=O)CN1C(=O)c2ccccc2S1(=O)=O
  -29%	-1&2	0%	.	-2%	3%	4%&-8%	9%	.
- COC(=O)c1ccc(N2CCOCC2)c(NC(=O)c2cc3ccccc3o2)c1
  -7%	0	2%	.	-7%	5%	0%	-20%	.
- Cc1cccc(NC(=O)C2CCN(S(=O)(=O)c3ccc(Cl)cc3)CC2)n1
  -7%	-1	-2%	-3	2%	0%	-13%	8%	0.0
- COc1ccc(OC)c(-c2nn(-c3ccccc3)cc2C(=O)N2CCc3ccccc3C2)c1
  2%	1	-7%	.	1%	1%	181%[activator]	7%	.
- CCn1c(C)[n+](CC)c2ccc(S(=O)(=O)NC)cc21
  -21%	-10	-3%	-7	9%	1%	-14%	1%	0.8
- CCOC(=O)CN(C(=O)CSc1nnc2c(n1)[nH]c1ccc(OC)cc12)c1ccc(F)cc1
  -15%	-1	-6%	80*	2%	-6%	0%	-9%	0.9
- O=C(NNC(=O)c1ccc(S(=O)(=O)N2CCCC2)cc1)c1ccc(Br)cc1
  -29%	-6	-4%	-9	8%	1%	-18%	6%	0.1
- CCN(CC)S(=O)(=O)c1ccc(N2CC(C(=O)Nc3cccc(C(=O)NC4CC4)c3)CC2=O)cc1 (configuration not stated)
  21%	-6	-4%	.	-11%	-1%	13%	-1%	.
- O=C(Nc1nnc(S(=O)(=O)N2CCOCC2)s1)c1cccc(Br)c1
  7%&3%	-14&-5	3%&-1%	6	1%&1%	-1%&-4%	-11%&-9%	14%&6%	-0.4&-0.4
- Cn1c(=O)n(C)c2cc([N+](=O)[O-])c(N3CCN(C(=O)c4cccc(F)c4)CC3)cc21
  5%	-5	-1%	5	-5%	-2%	0%	-1%	1.1
- O=C(CN1C(=O)c2ccccc2S1(=O)=O)Nc1cccc(S(=O)(=O)N2CCCCC2)c1
  -10%	-9	1%	.	4%	-1%	?	.	.
- COc1ccc(NC(=O)CSc2nnc(NC(=O)C3CC3)s2)cc1OC
  -26%	-2	-5%	-15	2%	-5%	9%	7%	0.6
- NC(=O)c1ccc(=O)n(Cc2ccc(F)c(F)c2)c1
  8%	-1	-2%	17	3%	-5%	-6%	-4%	0.3
- C[C@@H]1CN([C@H](C)CO)C(=O)c2c(c3ccccc3n2C)-c2ccccc2CO[C@H]1CN(C)C(=O)NC1CCCCC1
  .	2	-3%	.	1%	-5%	-27%	.	.

# Brought forward from above: 2 entries; new compounds follow.
# Values run as follows: RGS4 inhibitor	LDHA inh	Glioma ERSR ind	D2 antag	Vif-A3F inh	Vif-A3G inh	12-LOX inh	ERG-DNA inh	D2 ag
- NC(=O)c1ccc(=O)n(Cc2ccc(F)c(F)c2)c1
  8%	-1	-2%	17	3%	-5%	-6%	-4%	0.3
- C[C@@H]1CN([C@H](C)CO)C(=O)c2c(c3ccccc3n2C)-c2ccccc2CO[C@H]1CN(C)C(=O)NC1CCCCC1
  .	2	-3%	.	1%	-5%	-27%	.	.
- CCN(CC)C(=O)c1csc([C@H]2C[C@H](O)[C@@H](CO)O2)n1
  .	-9	-3%	.	.	0%	7%	.	.
- Cn1c(SCc2ccccc2C#N)nnc1-c1ccncc1
  -14%	-2	-2%	-17	8%	0%	6%	4%	0.2
- CC1CCCN(CCCNC(=O)c2ccc(CS(=O)(=O)Cc3cccc(Cl)c3)o2)C1 (configuration not stated)
  -2%	-7	0%	-13	-6%	-3%	-2%	6%	-2.5
- O=C(Nc1ccccc1C(=O)OCC(=O)c1c[nH]c2ccccc12)c1ccco1
  -20%	-2	-4%	3	-43%	-8%	-10%	8%	2.0
- O=C(Cn1cnc([N+](=O)[O-])c1)Nc1ccc(Cl)cc1Cl
  .	-6	-9%	.	0%	0%	5%	.	.
- COc1ccc(NC(=O)C(=O)NCCN2CCN(C(=O)c3ccc(C)cc3)CC2)cc1
  10%	-1	-1%	46*	0%	-1%	?	5%	-1.7
- Cc1cccc2cc(CN(CCCO)C(=O)Nc3cccc(Cl)c3)c(=O)[nH]c12
  -3%	0	3%	3	-2%	-1%	296%[activator]	0%	-0.9
- COc1cc(OC)c(C(=O)OCC(=O)NCC2CCCCC2)cc1OC
  14%	-5	-2%	-12	2%	4%	-3%	14%	-0.8
- COC(=O)c1cc(C#N)c(Oc2ccccc2OC)nc1C
  5%	3	-4%	7	3%	1%	0%	5%	-0.1
- COc1ccc(NC(=O)Cn2c(CCC(=O)O)ccc2-c2ccccc2)cc1
  -19%	1	-3%	19	-5%	-3%	-2%	15%	-0.1
- Cn1/c(=N\NC(=O)C2CCCCC2)sc2ccccc21
  2%	-7	6%	-4	17%	-1%	2%	-4%	-0.5
- O=[N+]([O-])c1cc(-c2nc(-c3ccccn3)no2)ccc1NCc1ccccc1
  -21%	-1	-1%	.	4%	-1%	0%	-9%	.

# Only part of the results is shown (hit frequency here may not be typical).
